Source: PubChem BioAssay
PME-1 inh – PME-1 inhibitors via competitive probe labeling, primary screen, biochemical, fluorescence polarization, FP-Rh probe, HTS | recombinant PME-1 | inhibition, % at 5.9 µM | 320,000 compounds, 0.53% hits;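 active means inhibition above the campaign mean of all compounds plus 3 SD, cut at about 26% in these data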;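 further: competitive labeling of PME-1 active site by serine hydrolase directed probe; 0% = PME-1 with DMSO and 100% = wells lacking PME-1 enzyme; inhibitors block probe labeling so polarization falls and inhibition rises; many of its hits are not listed in these tables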
PAD4 FP inh – human PAD4 inhibitors, primary screen, biochemical, fluorescence polarization, 1536-well format; Protein-arginine deiminase type-4 (Homo sapiens), Q9UM07; recombinant PAD4, RCA probe fluorescence polarization; inhibition, % at 6.36 µM; 330,000 compounds, 0.41% hits; AID 485272, 2010;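 active means percent inhibition above a cutoff equal to the mean of all tested compounds plus 3 SD, cut at about 15% in these data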;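 further: 0% = PAD4 with RCA probe and DMSO and 100% = probe without PAD4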
Target sequence (Q9UM07 whole entry, looked up): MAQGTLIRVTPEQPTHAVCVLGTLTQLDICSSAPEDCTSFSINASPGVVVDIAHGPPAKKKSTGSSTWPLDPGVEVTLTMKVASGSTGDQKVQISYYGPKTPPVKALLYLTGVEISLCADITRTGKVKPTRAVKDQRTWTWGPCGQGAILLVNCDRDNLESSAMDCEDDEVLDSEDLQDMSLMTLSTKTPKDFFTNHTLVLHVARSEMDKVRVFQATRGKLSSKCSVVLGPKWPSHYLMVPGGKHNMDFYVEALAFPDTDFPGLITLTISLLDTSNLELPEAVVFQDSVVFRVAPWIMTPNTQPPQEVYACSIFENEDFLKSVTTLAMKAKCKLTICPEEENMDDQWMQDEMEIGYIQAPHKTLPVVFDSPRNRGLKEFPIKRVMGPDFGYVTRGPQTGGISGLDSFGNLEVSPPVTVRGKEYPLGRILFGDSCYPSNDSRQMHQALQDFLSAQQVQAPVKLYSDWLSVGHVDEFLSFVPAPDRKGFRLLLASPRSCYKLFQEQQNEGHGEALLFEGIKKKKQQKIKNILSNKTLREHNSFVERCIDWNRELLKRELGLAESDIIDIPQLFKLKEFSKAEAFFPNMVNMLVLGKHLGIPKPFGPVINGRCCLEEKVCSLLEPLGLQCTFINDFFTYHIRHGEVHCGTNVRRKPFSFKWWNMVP
LYPLA2 inh – LYPLA2 inhibitors, primary screen, counter-screen for PME1 inhibitor project, biochemical, fluorescence polarization, FP-Rh probe ABPP; Acyl-protein thioesterase 2 (Homo sapiens), O95372; recombinant LYPLA2; inhibition, % at 5.9 µM; 320,000 compounds, 0.38% hits;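 active means inhibition above the screen-wide mean plus 3 SD, limit set per campaign, cut at about 26% in these data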;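 further: 0% = LYPLA2 with DMSO and 100% = wells lacking LYPLA2 enzyme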
PAFAH1B2 FP inh – PAFAH1B2 enzyme inhibitors, primary screen, biochemical, fluorescence polarization, human; recombinant PAFAH1B2, FP-rhodamine activity probe; AID 492953, 2010; 340,000 compounds, 1.2% hits; inhibition, % at 3.39 µM; Platelet-activating factor acetylhydrolase IB subunit alpha2 (Homo sapiens), P68402;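 active means inhibition above the mean of all tested compounds plus 3 SD, cut at about 24% in these data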;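 further: 0% = enzyme with DMSO and 100% = wells lacking PAFAH1B2; many of its hits are not listed in these tables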
PAFAH2 FP inh – PAFAH2 enzyme inhibitors, primary screen, biochemical, fluorescence polarization, human; Platelet-activating factor acetylhydrolase 2, cytoplasmic (Homo sapiens), Q99487; 340,000 compounds, 0.99% hits; inhibition, % at 3.39 µM; recombinant PAFAH2, FP-rhodamine activity probe;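 active means inhibition above the mean over all tested compounds plus 3 SD, cut at about 30% in these data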;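 further: inhibitors block probe labeling of enzyme so polarization drops; 0% = enzyme with DMSO and 100% = wells lacking PAFAH2 protein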
GSTO1 counter – inhibitors of recombinant GSTO1, primary screen, counter-screen for RBBP9 inhibitor project, biochemical, fluorescence polarization. Glutathione S-transferase omega-1 (Homo sapiens), P78417. activity-based probe fluorescence polarization. inhibition, % at 5.96 µM. 300,000 compounds, 1.1% hits. AID 1974, 2009;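 active means inhibition above the campaign mean inhibition plus 3 SD, cut at about 35% in these data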;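 further: 0% = GSTO1-1 with DMSO and 100% = wells lacking GSTO1-1 enzyme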
pPAFAH inh – pPAFAH enzyme inhibitors, primary screen, biochemical, fluorescence polarization, human; Platelet-activating factor acetylhydrolase (Homo sapiens), Q13093; recombinant pPAFAH, FP-rhodamine probe fluorescence polarization; inhibition, % at 3.39 µM; 330,000 compounds, 1.5% hits;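 active means inhibition above the mean inhibition across the screen plus 3 SD, cut at about 25% in these data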;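 further: inhibitors block binding of the rhodamine activity-based probe so polarization drops; 0% = enzyme with DMSO and 100% = wells lacking pPAFAH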
LYPLA1 inh – LYPLA1 inhibitors, primary screen, counter-screen for PME1 inhibitor project, biochemical, fluorescence polarization, FP-Rh probe ABPP | 320,000 compounds, 0.16% hits | recombinant LYPLA1 | inhibition, % at 5.9 µM;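 active means inhibition above the mean of all tested compounds plus 3 SD, set per campaign, cut at about 14% in these data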;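 further: inhibitors block serine hydrolase probe labeling of LYPLA1 so polarization falls; 0% = enzyme with DMSO and 100% = wells lacking LYPLA1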
Target sequence (O75608 whole entry, looked up): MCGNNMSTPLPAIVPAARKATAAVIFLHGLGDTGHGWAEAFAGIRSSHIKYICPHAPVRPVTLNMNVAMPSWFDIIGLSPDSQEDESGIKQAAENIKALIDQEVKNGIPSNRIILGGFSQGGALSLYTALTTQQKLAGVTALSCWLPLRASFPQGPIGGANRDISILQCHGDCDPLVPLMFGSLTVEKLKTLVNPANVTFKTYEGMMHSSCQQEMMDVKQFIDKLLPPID
PAFAH1B3 inh – PAFAH1B3 enzyme inhibitors, primary screen, biochemical, fluorescence polarization, human; Platelet-activating factor acetylhydrolase IB subunit alpha1 (Homo sapiens), Q15102; recombinant PAFAH1B3, FP-rhodamine probe; inhibition, % at 3.39 µM; 340,000 compounds, 0.28% hits;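 active means inhibition above the screen-wide average of all tested compounds plus 3 SD, cut at about 25% in these data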;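 further: 0% = enzyme with DMSO only and 100% = wells lacking PAFAH1B3 protein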
The depositor's hits bear a star; . = no result given.

SMILES	PME-1 inh	PAD4 FP inh	LYPLA2 inh	PAFAH1B2 FP inh	PAFAH2 FP inh	GSTO1 counter	pPAFAH inh	LYPLA1 inh	PAFAH1B3 inh
Cc1cnc(C(=O)OCc2ccc(Br)cc2F)cn1	5	3	4	4	1	5	0	4	-8
COc1cc(NC(=O)C2Cc3ccccc3CN2S(C)(=O)=O)cc(OC)c1 (stereo not given)	0	2	2	-1	-4	2	5	3	7
Cc1ccc(C(=O)NC(=S)Nc2ccc3[nH]c(=O)[nH]c3c2)c(C)c1	3	-2	0	-2	-9	-1	2	-2	2
CSCCC(N=C(NS(=O)(=O)c1ccc(Br)cc1)c1ccccc1)C(=O)O (stereo not given)	0	2	-11	19	13	7	0	-5	3
CCOc1ccc(C2=Nn3c(nnc3-c3ccccn3)SC2)cc1	-3	3	-4	8	-5	0	3	2	-1
O=C(COC(=O)CNS(=O)(=O)c1ccc(F)c(F)c1F)NC1CCCC1	-1	7	4	0	7	14	29*	-2	7
O=C(NC(=S)Nc1ccc(Br)cn1)c1cccs1	3	-2	6	-3	-2	10	3	0	2
O=C(NC1CCCCCC1)C1CCC(CNS(=O)(=O)c2ccc(Br)s2)CC1 (stereo not given)	-4	3	-7	3	-9	5	-4	-1	1
O=C(CN1CCN(Cc2ccc(F)cc2Cl)C1=O)NCCCN1CCOCC1	0	1	-5	4	3	-1	3	-3	14
N/C(=N\O)c1ccncc1	3	-4	-2	1	-16	0	2	0	-1
Cn1c(N)c(C(=O)COC(=O)[C@H](Cc2ccccc2)N2C(=O)c3ccccc3C2=O)c(=O)n(C)c1=O	-3	-1	4	1	2	4	2	-2	-3
COc1ccc(F)cc1C(=O)C1CCCN(C(=O)CSc2ccccn2)C1 (stereo not given)	2	1	-5	-1	6	-10	-3	-2	4
COc1ccccc1CCNC(=O)C(=O)NCC1CCCN1S(=O)(=O)c1ccccc1 (stereo not given)	0	-3	1	13	6	11	4	-2	8
CCn1c(SCC(=O)NC(C)c2ccccc2)nc2ccccc21 (stereo not given)	-2	-2	-1	6	-2	1	2	-3	0
COC(=O)c1cc(NC(=O)c2cccc(F)c2)cc(C(=O)OC)c1	-8	0	2	-1	-5	-7	-2	-5	2
COC(=O)c1sccc1NC(=O)c1ccco1	-2	-5	-2	0	-4	0	-1	2	7
O=C(CCn1c(=O)oc2ccccc21)N(Cc1ccccc1)c1ccccn1	-12	-5	-2	4	10	-3	7	-1	4
COc1cccc(NC(=O)C(=O)N/N=C/c2cc(C)n(-c3ccc(Cl)c(Cl)c3)c2C)c1	-18	-10	-6	-4	-9	2	-5	-11	-8
C[C@]12CC[C@@H]3c4ccc(O)cc4CC[C@H]3[C@@H]1CC[C@@H]2OC(=O)CCC(=O)O	2	-2	6	-2	1	6	7	1	6
C=C1CCN(Cc2ccccc2)S(=O)(=O)c2ccccc21	6	2	0	0	3	5	8	3	-8
CCC(=O)NNc1nc2c(C)cccc2s1	0	-1	3	-1	-7	8	0	3	1
O=C(NC(=S)Nc1ccc(Cl)cc1)c1ccccc1	4	-2	-1	1	11	2	4	-1	7
CC(C)CC(COCc1ccc(F)cc1)N1CCN(C(=O)c2cccc(C(F)(F)F)c2)CCC1=O (stereo not given)	4	-1	-5	8	-2	3	3	-3	11
COc1cccc2c(N/N=C/c3ccco3)cc(C)nc12	1	-6	0	14	-1	-1	1	8	18
CC(=O)Nc1ccc(C(=O)NNC(=O)CCCCC(=O)NNC(=O)c2ccc(NC(C)=O)cc2)cc1	-2	-1	3	0	-2	5	5	0	1
CCOc1ccc(OCCSc2nc(C)cc(=O)[nH]2)cc1	1	0	3	-2	-2	-4	3	1	10
CCCCn1cc(C(C)(C)C)c(C#N)c1NC(C)=O	0	-2	6	12	-3	5	7	3	2
COc1ccc(-c2noc(CN(C)CCC3CCCCO3)n2)cc1 (stereo not given)	3	-1	-9	5	5	7	-4	-3	12
CC(C)N(C(=O)COC(=O)c1ccc(Cl)s1)c1ccccc1	0	-4	-15	13	4	.	-6	-12	-1
COCCn1nnnc1C(c1ccccc1)N1CCN(Cc2ccc3c(c2)OCO3)CC1 (stereo not given)	-1	-1	-4	1	6	0	-3	-2	1

Reprinted from the part before: 5 compounds; new compounds follow.
SMILES	PME-1 inh	PAD4 FP inh	LYPLA2 inh	PAFAH1B2 FP inh	PAFAH2 FP inh	GSTO1 counter	pPAFAH inh	LYPLA1 inh	PAFAH1B3 inh
CCOc1ccc(OCCSc2nc(C)cc(=O)[nH]2)cc1	1	0	3	-2	-2	-4	3	1	10
CCCCn1cc(C(C)(C)C)c(C#N)c1NC(C)=O	0	-2	6	12	-3	5	7	3	2
COc1ccc(-c2noc(CN(C)CCC3CCCCO3)n2)cc1 (stereo not given)	3	-1	-9	5	5	7	-4	-3	12
CC(C)N(C(=O)COC(=O)c1ccc(Cl)s1)c1ccccc1	0	-4	-15	13	4	.	-6	-12	-1
COCCn1nnnc1C(c1ccccc1)N1CCN(Cc2ccc3c(c2)OCO3)CC1 (stereo not given)	-1	-1	-4	1	6	0	-3	-2	1
CCOc1ccc(NC(=O)Nc2ccc3c(c2)nnn3C)cc1	3	0	-4	3	3	-1	1	-1	1
c1coc(CNCCCN2CCOCC2)c1	7	3	2	2	-9	4	3	-1	14
CCOC(=O)C1C(=O)CC(=O)CC1CC(C)SCC (stereo not given)	-6	2	-1	3	3	13	10	1	5
CCCCN(CCCC)CCCN1CC(=O)N2[C@@H](Cc3c([nH]c4ccccc34)C2(C)C)C1=O	-3	-5	-3	6	6	-2	5	0	9
C#CCOCCOCCOCCNc1nc(N2CCN(C(=O)[C@H]([C@@H](C)CC)n3cc([C@@H](N)CO)nn3)CC2)nc(N2CCN(C(=O)[C@H](CCCCN)n3cc([C@@H](N)CC(C)C)nn3)CC2)n1	-5	-1	2	.	.	1	2	-1	.
O=C(NCc1ccccc1)C1CCCN(S(=O)(=O)c2ccc(-n3cnnn3)cc2)C1 (stereo not given)	2	-5	2	2	4	3	5	3	-3
Cc1ccc(NCC(=O)N/N=C/c2ccc(C(=O)O)cc2)cc1	5	-7	0	5	-2	-7	-2	-2	6
Cc1cc(NC(=O)CCC(=O)N(c2cccc(F)c2)C(C(=O)NC2CCCC2)c2ccccc2)no1 (stereo not given)	1	-2	0	6	1	-3	6	-2	-1
O=C(Nc1ccccc1N1CCCCC1)C1=COCCO1	-2	-4	-3	7	3	.	-1	1	0
COc1ccc(C(=O)N/N=C(\CCC(=O)O)c2ccc(C(C)(C)C)cc2)cc1OC	0	-3	-7	14	4	10	3	-4	3
CN(C(=O)c1ccc(-c2nn(C)c(=O)c3ccccc23)cc1)c1ccccc1	-4	-3	1	-2	0	2	7	-2	2
COc1ccc(OC)c(-n2cnnn2)c1	1	2	7	4	0	-2	-1	-2	-1
CC(C)c1ccc(NC(=O)C2CCCN(S(=O)(=O)c3ccc4c(c3)C(C)(C)C(=O)N4C)C2)cc1 (stereo not given)	-7	-4	-2	5	-4	6	7	-6	0
CCc1ccc(N(C(=O)c2csnn2)C(C(=O)NC2CCCCC2)c2cccnc2)cc1 (stereo not given)	-7	-1	1	-2	5	6	-1	-6	-4
O=C(CCCOc1ccc(Cl)cc1)NCC1CCCO1 (stereo not given)	2	1	3	4	-6	-3	5	0	6

Entries of single compounds from above. Values in the order: PME-1 inh | PAD4 FP inh | LYPLA2 inh | PAFAH1B2 FP inh | PAFAH2 FP inh | GSTO1 counter | pPAFAH inh | LYPLA1 inh | PAFAH1B3 inh
COc1ccc(OC)c(-n2cnnn2)c1 is listed as 1 | 2 | 7 | 4 | 0 | -2 | -1 | -2 | -1
CCOC(=O)C1C(=O)CC(=O)CC1CC(C)SCC (stereo not given) is listed as -6 | 2 | -1 | 3 | 3 | 13 | 10 | 1 | 5

Part of the list above, with values under each structure.
Below each SMILES – PME-1 inh	PAD4 FP inh	LYPLA2 inh	PAFAH1B2 FP inh	PAFAH2 FP inh	GSTO1 counter	pPAFAH inh	LYPLA1 inh	PAFAH1B3 inh
c1coc(CNCCCN2CCOCC2)c1
 : 7	3	2	2	-9	4	3	-1	14
CCOC(=O)C1C(=O)CC(=O)CC1CC(C)SCC (stereo not given)
 : -6	2	-1	3	3	13	10	1	5

(further entries)
SMILES	PME-1 inh	PAD4 FP inh	LYPLA2 inh	PAFAH1B2 FP inh	PAFAH2 FP inh	GSTO1 counter	pPAFAH inh	LYPLA1 inh	PAFAH1B3 inh
CCCCSc1cc(=O)[nH]c(N)n1	4	-2	2	0	-5	-7	4	0	5
Cc1nn(C)c(C)c1S(=O)(=O)N(CC(=O)Nc1ccc2c(c1)OCO2)c1ccc(C(C)C)cc1	4	2	-5	0	4	9	3	1	1
COc1ccc(N=Nc2cc(C)ccc2O)cc1	3	-5	4	6	3	5	4	-1	4
COC(=O)C1=C(N)Oc2cc(C)[nH]c(=O)c2C1c1cc(OC)c(OC)c(OC)c1 (stereo not given)	0	-4	4	1	-1	-14	2	-3	-1
O=C1CCCc2c1[nH]c1ccccc21	3	-1	-2	-1	4	-5	10	2	15
O=C1CC(N(C(=O)c2ccco2)c2cccc(Cl)c2)C(=O)N1c1cccc(Cl)c1 (stereo not given)	1	4	-2	3	17	5	6	-1	14
Cc1nc2ccc(NC(=S)N3CCC(C)CC3)cc2nc1C	-3	-1	7	6	4	-5	1	-2	11
COc1ccc(N(C(=O)/C=C/C(=O)Nc2cc(C)on2)C(C(=O)NC2CCCC2)c2ccccc2C)cc1 (stereo not given)	10	-2	6	-1	-11	-4	-1	-3	0
CCN(CC(=O)Nc1ccc2c(c1)OCCO2)C(=O)C1CCCCC1	-6	5	1	6	2	7	1	0	7
Cc1c(CC(=O)NCCC(=O)O)c(=O)oc2cc3occ(-c4ccccc4)c3cc12	-3	1	-2	3	8	0	5	-5	12
COc1ccccc1-n1c(CNC(=O)c2ccc(S(=O)(=O)N3CCCCC3)cc2)n[nH]c1=S	8	-6	-2	11	-7	2	6	-1	-2
CCCOC(=O)c1ccc(NC(=O)c2cccc(S(=O)(=O)N3CCN(C(C)=O)CC3)c2)cc1	-1	-1	1	3	2	2	4	-8	3
Cc1ccc(C)c(Oc2ncnc(N)c2[N+](=O)[O-])c1	3	-4	2	-3	1	5	8	-5	4
O=C(CSc1nnc(CNC(=O)c2cccs2)o1)Nc1cccc(Cl)c1	-4	-1	3	16	-6	9	4	2	8
CCOC(=O)c1[nH]c2ccc(F)cc2c1NC(=O)CN1CCN(C/C=C/c2ccccc2)CC1	9	0	7	2	-3	0	-1	1	3
CC1CC(C)CN(C(=O)C2CCN(S(=O)(=O)c3cccs3)CC2)C1 (stereo not given)	12	-1	10	0	-1	8	5	5	-2
COc1cccc(CNC(=O)COC(=O)C23CC4CC(CC(Cl)(C4)C2)C3)c1	.	-2	.	28*	0	.	5	.	0
COCCNC(=O)C(=O)NCCN1CCNCC1	6	0	-3	4	1	1	3	-3	-2

The list is partial (hit frequency here may not be typical).
